XIAP antagonists – XIAP antagonists, biochemical, IAP family, fluorescence polarization (AID 1018); E3 ubiquitin-protein ligase XIAP (Homo sapiens); XIAP BIR domain, fluorescence polarization peptide displacement; higher % means a stronger effect; one-dose displacement, % at 20 µM; IC50 in µM for titrated hits; 200,000 tested, 0.007% active; in the data active = displacement above about 50%; also: a part of the inactive calls stands beside numbers as strong as those of hits
Myeloid diff 2 – induction of myeloid progenitor differentiation, primary screen, cell-based, flow cytometry, MLPCN library; ER-HoxA9 myeloid progenitors, lysozyme-GFP differentiation; calls only at 10 µM; 360,000 tested, 1% active; AID 624256, 2012;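 active = normalized GFP-positive differentiation at or above the plate's own cutoff, the solvent-only control mean plus 3 SD; inconclusive = no clear call, values can overlap the other calls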;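 also: cells exposed to compound for four days before flow analysis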
RSV antiviral HEp-2 – RSV antiviral activity via CPE protection, HEp-2 cells, primary 10 µM value included (AID 2391); HEp-2 cells, RSV-induced CPE inhibition; higher % means a stronger effect; 310,000 tested, 0.13% active; one-dose CPE inhibition, % at 10 µM; IC50 in µM for titrated hits; in the data active = a potency from the dose series; inconclusive = CPE inhibition mostly from about 23% at the one dose, without a potency; inactive = the rest, 99 in 100 with CPE inhibition below about 21%; also: strong numbers were not always called active
WT yeast gro inh – growth inhibition of WT strain, primary screen, mitochondrial fusion inhibitor project, WT and mutant strains, chemical genetic. 190,000 tested, 2.1% active. mitochondrial fusion phenotypic screen. inhibition, % at 10 µM; in the data active = inhibition above about 58%; tested in S. cerevisiae
human PMI inhibitors – human PMI inhibitors, high substrate, primary screen, biochemical, fluorescence intensity, high mannose 6-phosphate (AID 1220). Mannose-6-phosphate isomerase (Homo sapiens). recombinant PMI enzyme, coupled fluorescence intensity; higher % means a stronger effect. one-dose inhibition, % at 20 µM; IC50 in µM for titrated hits. 190,000 tested, 0.66% active
Salmonella PhoP GFP – inhibitors of PhoP regulon expression, primary screen, Salmonella Typhimurium, GFP reporter (AID 1863). one-dose inhibition, % at 50 µM; IC50 in µM for titrated hits. 300,000 tested, 0.16% active. S. Typhimurium PhoP-regulated promoter GFP reporter, 4 h; higher % means a stronger effect;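 active = inhibition over 29.93%, a cutoff 3 SD above the screen mean, later confirmed by dose response; inconclusive = inhibition over 29.93% but no dose response follow-up; inactive = inhibition at most 29.93% or unconfirmed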;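 also: 0% = low Mg2+ inducing control and 100% = high Mg2+ repressing control; strong numbers were not always called active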
Siah-1 displacement – Siah-1 peptide-binding antagonists, primary screen, biochemical, fluorescence polarization, rhodamine-plectin, uHTS (AID 1817); E3 ubiquitin-protein ligase SIAH1 (Homo sapiens); displacement, % at 20 µM, or IC50 in µM where a hit was titrated; 290,000 tested, 0.02% active; Siah-1 / rhodamine-plectin peptide fluorescence polarization; higher % means a stronger effect;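 active = displacement of at least 50% at 20 µM, with a fluorescence ratio check between 0.3 and a set limit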;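 also: plate controls were Siah plus tracer with DMSO for no effect and tracer alone without Siah for full effect; strong numbers were not always called active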
TNAP activators – human TNAP enzyme activators, primary screen, biochemical, luminescent, no phosphate acceptor, uHTS (AID 1001). activation fold at 20 µM; hits with a dose series show EC50 in µM. 200,000 tested, 0.03% active. purified TNAP, luminescent activation assay, no phosphate acceptor; higher activation fold means a stronger effect; in the data active = activation fold from about 3, or a potency from the dose series; inactive = the rest, 99 in 100 with activation fold below about 1.6; also: many of its hits are not listed in these tables
PMI inhibitors – inhibitors of human PMI, primary screen, biochemical, fluorescence intensity, coupled assay (AID 1209). 190,000 tested, 0.42% active. Mannose-6-phosphate isomerase (Homo sapiens). inhibition, % at 20 µM; hits with a dose series show IC50 in µM. purified PMI enzyme, coupled fluorescence intensity; higher % means a stronger effect;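 also: plate controls were DMSO vehicle for no effect and wells lacking substrate for full effect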
WT yeast gro inh mutant strain – recorded beside WT yeast gro inh, whose call it bears; inhibition, %; mitochondrial fusion phenotypic screen, mutant strain inhibition
Myeloid diff 2 GFP+ MAC1+ % – further read-out of Myeloid diff 2, marked with its call; GFP+ MAC1+ double positive, %; measured here: differentiation confirmed by MAC1 staining
Active calls of the source: *; i = inactive; u = inconclusive; x = not tested or not shown. Rule as the data show it, unless noted: active = inhibition above about 50%; inactive = the rest.

SMILES | XIAP antagonists | Myeloid diff 2 | Myeloid diff 2 GFP+ MAC1+ % | RSV antiviral HEp-2 | WT yeast gro inh | WT yeast gro inh mutant strain | human PMI inhibitors | Salmonella PhoP GFP | Siah-1 displacement | TNAP activators | PMI inhibitors
Cc1c(Cl)cccc1NC(=O)N1CCCN(c2nc(-c3ccccc3)ns2)CC1 | x | i | 0.5 | -0.4% | x | x | x | 4% | 8% | x | x
C/C(=N/NC(=O)c1ccc(C)nc1)c1ccc2c(c1)CCCC2 | -2.2% | i | 1.1 | 0.7% | 9 | 5 | -10% | 5% | 3% | 1.1 | -10%
CCC1Oc2ccc(C)cc2N(CC(=O)N2CCCC2)C1=O (stereo not given) | x | i | 0.5 | -0.3% | x | x | x | -8% | -5% | x | x
CCCS(=O)(=O)c1nc(S(=O)(=O)c2ccc(C)cc2)c(NCCCN2CCCC2=O)s1 | x | i | 3.3 | 3.3% | x | x | x | -3% | 2% | x | x
CCCC(=O)N1CCN(c2ccc(NC(=O)c3cc4ccccc4o3)cc2Cl)CC1 | -5.4% | i | 0.7 | -2.9% | 52 | 34 | 1% | -8% | -6% | 1 | 5%
NC(=O)CSc1nnnn1-c1ccc2c(c1)OCCO2 | -4.7% | i | 0.8 | 2.7% | -8 | 2 | -7% | 3% | 5% | 1.1 | -7%
COCCn1c(SCC(=O)Nc2ccc(S(=O)(=O)N(C)C)cc2)nc2ccccc21 | -14% | i | 1.4 | -0.4% | -3 | 0 | -8% | 5% | -2% | 1 | -12%
CCOC(=O)c1[nH]nc2c1C(=O)N(CC)C2=O | -1.7% | i | 0.9 | 2.4% | -16 | -7 | 8% | -4% | 0% | 1 | 4%
Cc1cc(C)n(C2CC(=O)N(c3ccc(C)c(Cl)c3)C2=O)n1 (stereo not given) | x | i | 1.7 | -0.8% | x | x | x | -7% | -2% | x | x
O=C(c1ccc2[nH]c3c(c2c1)CCCC3)N1CCN(c2ccc(F)cc2)CC1 | 0.8% | i | 0.8 | u | 74* | 50* | 16% | -1% | -1% | 1.1 | 8%
CCCCCN(C(=O)NC(=O)Nc1ccccc1OC)S(C)(=O)=O | -0.6% | i | 5.2 | 0.2% | -9 | -13 | 14% | 0% | 2% | 1.1 | 6%
CC1(C)CC(=O)C(C(C2=C(O)CC(C)(C)CC2=O)c2ccc([N+](=O)[O-])cc2)C(=O)C1 (stereo not given) | -6.8% | i | 0.3 | 1.7% | 1 | 16 | -6% | -4% | -6% | 1.1 | -3%
COc1ccc(N=C2SCC(c3ccccc3)=NN2C)cc1 | x | i | 0.1 | 19% | x | x | x | -3% | 1% | x | x
O=C1NC(c2ccccc2Cl)Nc2ccccc21 (stereo not given) | -4.1% | i | 0.2 | 1.8% | 8 | -9 | -6% | 5% | 4% | 1 | -12%
CC(C)Oc1ccc(C(=O)OC(C)C(=O)NC2CCCCC2C)cc1 (stereo not given) | x | i | 0.8 | 3.1% | x | x | x | 1% | -2% | x | x
Cc1c(NS(=O)(=O)N2CCCCC2)c(=O)n(-c2ccccc2)n1C | -1.8% | i | 0.8 | 1.0% | x | x | -4% | 0% | 3% | 1.1 | 0%
NC(=O)C1CCN(C(=S)c2ccc(-c3ccc(Br)cc3)o2)CC1 | -5.6% | i | 0.4 | 0.9% | -2 | 16 | -10% | 0% | 10% | 1.1 | -10%
C=CCN=C1SCC(=O)N1S(=O)(=O)c1ccccc1 | -4.0% | i | 0.8 | 1.5% | -7 | 0 | 7% | 18% | -2% | 1 | -5%
Cc1cc(NC(=O)CN2CCCCC2C)nc2c1c(=O)oc1ccccc12 (stereo not given) | 1.8% | x | x | 1.8% | 13 | 0 | 1% | -9% | 2% | 1.1 | 2%
Cc1c(C(c2ccc(N(C)C)cc2)c2c(C)n(C)n(-c3ccccc3)c2=O)c(=O)n(-c2ccccc2)n1C | -3.9% | i | 0.6 | 0.7% | 14 | 6 | 46% | -9% | -9% | 1 | 13%
O=C(CCc1nnc(Cc2ccc(-c3ccccc3)cc2)o1)NCC1CC1 | -14% | i | 0.9 | 3.5% | 7 | -5 | 4% | -1% | 14% | 1.1 | 3%
COc1ccc(CNC(=O)C(c2ccco2)N(C(=O)CNS(=O)(=O)c2ccccc2)c2ccccc2C)cc1 (stereo not given) | -1.0% | i | 0.5 | 5.9% | 11 | -3 | 9% | 9% | 2% | 1 | 14%
c1cnc2ccc(C(c3nnnn3C3CCCC3)N3CCN4CCCC4C3)cc2c1 (stereo not given) | -1.0% | i | 0.7 | -1.3% | 12 | 4 | 5% | 0% | 7% | 1.1 | 7%
N#CCSc1nc(-c2ccccc2)cs1 | 1.1% | i | 0.9 | 2.4% | -17 | 3 | 4% | 7% | 0% | 1.1 | -2%
O=C1/C(=C/c2cccs2)CCC/C1=C\c1cccs1 | x | i | 0.2 | 5.6% | x | x | x | 5% | 3% | x | x
CC1CN(c2ccccc2)NC1=O (stereo not given) | 3.4% | i | 0.5 | -0.1% | 0 | -14 | 2% | 7% | 0% | 1 | -4%
COc1cc(CN2CCCCC2C(=O)Nc2ccc(Oc3ccccc3)nc2)ccc1O (stereo not given) | x | i | 1.1 | -0.6% | x | x | x | 2% | -4% | x | x
CCOc1ccccc1C(=O)Nc1nn[nH]n1 | -5.6% | i | 0.2 | 0.7% | 25 | 14 | -3% | -10% | 1% | 1.1 | -9%
CCC1CCC(C(=O)NNC(=O)c2cc(-c3ccco3)[nH]n2)CC1 (stereo not given) | -11% | i | 0.3 | -1.2% | 9 | 12 | 1% | -7% | 0% | 2.6 | -26%
COc1ccc(/C(C)=C2/SC(=S)N(CCC(=O)O)C2=O)cc1 | -5.7% | i | 1.2 | 5.6% | -17 | -16 | 0% | -13% | -5% | 1.1 | 5%

Three records picked at random from the list so far, as already listed:
SMILES | XIAP antagonists | Myeloid diff 2 | Myeloid diff 2 GFP+ MAC1+ % | RSV antiviral HEp-2 | WT yeast gro inh | WT yeast gro inh mutant strain | human PMI inhibitors | Salmonella PhoP GFP | Siah-1 displacement | TNAP activators | PMI inhibitors
CCOc1ccccc1C(=O)Nc1nn[nH]n1 | -5.6% | i | 0.2 | 0.7% | 25 | 14 | -3% | -10% | 1% | 1.1 | -9%
c1cnc2ccc(C(c3nnnn3C3CCCC3)N3CCN4CCCC4C3)cc2c1 (stereo not given) | -1.0% | i | 0.7 | -1.3% | 12 | 4 | 5% | 0% | 7% | 1.1 | 7%
COc1ccc(CNC(=O)C(c2ccco2)N(C(=O)CNS(=O)(=O)c2ccccc2)c2ccccc2C)cc1 (stereo not given) | -1.0% | i | 0.5 | 5.9% | 11 | -3 | 9% | 9% | 2% | 1 | 14%

(cont.)
SMILES | XIAP antagonists | Myeloid diff 2 | Myeloid diff 2 GFP+ MAC1+ % | RSV antiviral HEp-2 | WT yeast gro inh | WT yeast gro inh mutant strain | human PMI inhibitors | Salmonella PhoP GFP | Siah-1 displacement | TNAP activators | PMI inhibitors
O=c1cc(CSc2nnc(C3CC3)n2Cc2ccccc2)nc2sccn12 | -7.7% | i | 1.4 | 14% | -11 | 17 | 4% | -6% | -2% | 1.2 | -15%
CSCC[C@H](NS(=O)(=O)c1ccc(C(C)=O)cc1)c1nnc2ccccn12 | x | i | 3.5 | 5.1% | x | x | x | -4% | 23% | x | x
Cc1nc(NCc2ccccc2)[nH]c(=O)c1CCC(C)C | -6.8% | i | 0.9 | 0.3% | 15 | 19 | 6% | 7% | -3% | 1.1 | 16%
COc1ccc2c(c1)c1ncn(Cc3ccc(F)cc3)c(=O)c1n2C | x | i | 0.4 | 1.4% | x | x | x | -14% | -2% | x | x
O=S(=O)(NCc1cc(-c2ccc(Cl)cc2)no1)c1ccccc1 | 1.0% | i | 0.4 | -0.2% | 13 | 18 | -2% | -1% | 8% | 1.1 | 2%
O=C(O)CCCc1nc(-c2ccc(Cl)cc2)no1 | 71%* | i | 1.4 | 1.4% | -7 | -5 | 1% | -5% | -2% | 1.2 | -3%
O=C(NCCc1ccccc1)c1ccc(CS(=O)(=O)Cc2ccccc2F)o1 | -9.1% | i | 6.1 | 0.7% | -10 | 10 | -7% | -4% | 2% | 0.8 | 2%
CCn1c(C)c(C)c2cc(C(=O)NCCCN3CCCC3)ccc21 | x | i | 0.5 | 0.0% | x | x | x | -4% | -8% | x | x
O=C(NCc1ccc2c(c1)OCO2)c1ccc(CSCc2ccccc2Cl)o1 | -4.8% | i | 1.0 | u | 42 | -10 | 8% | 5% | 8% | 1.4 | 18%
Cn1c(N/N=C2\CCCc3ccccc32)nc2c1c(=O)n(Cc1ccccc1)c(=O)n2C | -3.6% | i | 0.6 | 1.2% | 20 | -9 | -1% | -13% | 14% | 2.9 | -2%
COC(=O)[C@@H](NC(=O)Nc1ccc2c(c1)OCCO2)C(C)C | -3.5% | i | 0.7 | 0.6% | 10 | 12 | -2% | -8% | 0% | 1.2 | -8%
COc1ccccc1N1CCN(/N=C\c2sccc2C)CC1 | -1.7% | i | 0.4 | 2.1% | 8 | -1 | -2% | -4% | -2% | 1.1 | -10%
Cn1c(=O)n(C)c2cc(S(=O)(=O)NCC(=O)O)ccc21 | -4.0% | i | 0.3 | -1.6% | -14 | 5 | -7% | -4% | -2% | 1.1 | -1%
C/C(=N/NS(=O)(=O)c1cc(C)ccc1C)c1ccncc1 | x | i | 2.0 | 0.0% | x | x | x | 5% | -6% | x | x
Cc1ccc(S(=O)(=O)N2CCCC(C(=O)NC3CCCC3)C2)cc1 (stereo not given) | x | i | 5.1 | 3.0% | x | x | x | -4% | -1% | x | x
O=C(Nc1nc2ccccc2c2nc3ccccc3n12)c1ccc(F)cc1 | 0.4% | x | x | 2.1% | 14 | 1 | 2% | 3% | 3% | 1.1 | -2%
Fc1ccccc1-c1[nH]ncc1-c1nnnn1-c1ccccc1 | x | i | 1.0 | -0.2% | x | x | x | -9% | 4% | x | x
C/C(Cc1ccccc1)=N\NC(=O)CNC(=O)Cc1ccccc1 | x | i | 0.6 | -0.1% | x | x | x | 2% | 8% | x | x
Nc1n[nH]c(N)c1N=Nc1ccc(F)cc1 | -6.0% | i | 0.8 | -1.2% | 5 | 4 | 1% | 12% | -4% | 1.4 | -6%
O=c1c2ccccc2nc2n1C(CSCc1ccc(Cl)cc1Cl)CS2 (stereo not given) | -1.6% | i | 0.6 | 5.2% | 13 | 3 | 4% | 6% | 3% | 1.1 | 7%
CC(C)c1nnc(NC(=O)C2CCN(C(=O)Nc3ccccc3)CC2)s1 | x | i | 2.5 | 1.5% | x | x | x | 10% | 2% | x | x
CC(=O)Nc1c(O)nc(SCc2ccccc2C#N)[nH]c1=O | -2.0% | i | 0.2 | 1.0% | -26 | -7 | -5% | -19% | 5% | 1.1 | -3%
COc1ccc(C2N(S(=O)(=O)c3ccccc3)CCN2S(=O)(=O)c2ccc(C)cc2)cc1 (stereo not given) | -3.6% | i | 1.2 | 3.2% | 12 | 6 | -4% | 3% | -1% | 1.1 | -6%
N/C(=N\OC(=O)CC(c1ccccc1)c1ccccc1)c1cccnc1 | -8.2% | i | 1.1 | 1.2% | -4 | 8 | -2% | -1% | -1% | 1 | -4%

From PubChem BioAssay
